# 5HT1a antag: antagonists of human 5-HT1a serotonin receptor. P08908. CHO 5-HT1a Ga15 NFAT-bla reporter, antagonist mode. inhibition, % at 10 µM. 62,000 compounds, 0.68% hits. AID 612;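 active = inhibition above the mean of all tested compounds plus 3 SD, cut at about 43% in these data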;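 also: receptor stimulated by 5-CT agonist at 100 nM near EC80; beta-lactamase reporter measured by ratiometric fluorescence of a cleavable substrate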
# Target sequence (P08908 whole entry, looked up): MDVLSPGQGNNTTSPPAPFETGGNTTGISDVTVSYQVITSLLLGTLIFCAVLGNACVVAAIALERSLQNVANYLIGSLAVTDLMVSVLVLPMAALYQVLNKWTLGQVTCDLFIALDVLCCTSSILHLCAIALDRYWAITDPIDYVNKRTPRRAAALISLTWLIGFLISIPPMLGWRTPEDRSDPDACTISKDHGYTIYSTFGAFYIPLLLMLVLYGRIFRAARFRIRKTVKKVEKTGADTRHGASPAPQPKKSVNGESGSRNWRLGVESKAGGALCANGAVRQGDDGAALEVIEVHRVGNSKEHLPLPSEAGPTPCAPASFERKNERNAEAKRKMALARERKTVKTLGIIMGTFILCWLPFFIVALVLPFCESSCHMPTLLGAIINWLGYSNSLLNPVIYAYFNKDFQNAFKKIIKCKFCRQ
# HTR1A agonist: activates the human 5-HT1a serotonin receptor | CHO 5-HT1a Ga15 NFAT-bla reporter, FRET ratio; 0% basal, 100% maximal reference agonist | activation, % at 10 µM | 65,000 compounds, 0.56% hits | AID 567;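 active = activation above the screen-wide mean activation plus 3 SD, cut at about 19% in these data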;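 also: 0% = DMSO wells and 100% = 5-CT at EC100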
# S1P3 ag: activates the human S1P3 receptor. Q99500. S1P3 NFAT-BLA reporter cells, agonism, FRET ratio; relative to 1 µM S1P, basal subtracted. activation, % at 4.5 µM. 60,000 compounds, 0.1% hits;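 active = activation above the screen-wide mean plus 3 SD, cut at about 4.5% in these data, passing the limit was not always enough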; also: some compounds called inactive have numbers as strong as hits
#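 Benchmarks: high control 1 µM S1P / System: stable CHO line with human S1P3, Gα16, NFAT-BLA reporter / Dosing: single compound concentration, 4.5 µM final / Timing: 4 h compound at 37 °C, 2 h substrate at RT / Measured by: FRET β-lactamase substrate fluorescence, excitation 405 nm, 460/535 nm emission ratio, background-subtracted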
# Jurkat tox 60K: cytotoxicity toward Jurkat cells | inhibition, % at 4 µM | 56,000 compounds, 1.2% hits | Jurkat E6.1 viability, ATP luminescence, 48 h;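 active = inhibition above the mean inhibition of all tested compounds plus 3 SD, cut at about 28% in these data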
# 5HT1E ag: activates the human 5-HT1E serotonin receptor; P28566; CHO 5-HT1E Ga15 NFAT-bla reporter, FRET; 0% DMSO wells, 100% control agonist wells; activation, % at 6 µM; 65,000 compounds, 0.69% hits; AID 574;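 active = activation above a set limit, the screen-wide mean activation plus 3 SD, cut at about 8.5% in these data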;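 also: 100% = positive control agonist at 1 µM giving full maximal response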
# M1 antag: M1 muscarinic receptor (rat) antagonism; P08482; CHO-M1 cells, Fluo-4 calcium, ACh EC80 antagonist mode; stronger effect = lower value; B-score at 10 µM; 64,000 compounds, 3.4% hits; AID 628;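 active = calcium fluorescence response, raw or row-and-column corrected B-score, differing from the plate sample mean either way at a set confidence level, mostly lower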
# M1 agonist: agonists of M1 muscarinic receptor | B-score at 10 µM | CHO-M1 cells, Fluo-4 calcium fluorescence, agonist mode; stronger effect = higher value | 64,000 compounds, 3% hits | AID 626;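 active = fluorescence rise, raw or as B-score row- and column-corrected plate score, outside the 99.7% band of its plate's samples, either direction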
# HTR1E antagonist: 5-HT1E (human) receptor antagonism; P28566; CHO 5-HT1E Ga15 NFAT-bla reporter, FRET, antagonist; inhibition, % at 6 µM; 65,000 compounds, 0.99% hits; AID 571;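 active = inhibition above a set limit, the mean inhibition across every tested compound plus 3 SD, cut at about 29% in these data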;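 also: signal is the 460 over 535 nm emission ratio of beta-lactamase substrate; 0% = agonist plus DMSO wells and 100% = wells without agonist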
# S1P1 ag-PAM: agonists and agonism potentiators of human S1P1 receptor; P21453; S1P1 CRE-bla cells, forskolin, beta-lactamase FRET, potentiator mode; S1P1 agonist co-added at EC20, 2 nM; 100% = saturating reference agonist, 0% = basal; activation, % at 9.5 µM; 56,000 compounds, 0.57% hits;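 active = activation above a cutoff set at the mean activation of all tested compounds plus 3 SD, cut at about 54% in these data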;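 also: forskolin at 4 µM as EC80 and the EC20 agonist is SEW2871; 100% = SEW2871 at its EC100 plus forskolin at EC80; some compounds past the cut are filed as inactive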
# Target sequence (P21453 whole entry, looked up): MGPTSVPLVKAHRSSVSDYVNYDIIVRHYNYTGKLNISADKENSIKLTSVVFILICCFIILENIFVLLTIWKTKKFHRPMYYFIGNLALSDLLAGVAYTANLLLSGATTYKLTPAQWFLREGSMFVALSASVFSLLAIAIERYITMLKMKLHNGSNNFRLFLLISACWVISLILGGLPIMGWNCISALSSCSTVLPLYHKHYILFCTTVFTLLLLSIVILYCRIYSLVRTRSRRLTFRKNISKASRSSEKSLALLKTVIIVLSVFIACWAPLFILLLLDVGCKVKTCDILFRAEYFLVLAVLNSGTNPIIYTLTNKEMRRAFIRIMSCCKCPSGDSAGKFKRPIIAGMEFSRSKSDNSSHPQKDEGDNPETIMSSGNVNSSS
# Numbers without * were called inactive; / = not tested or not shown.
SMILES,5HT1a antag,HTR1A agonist,S1P3 ag,Jurkat tox 60K,5HT1E ag,M1 antag,M1 agonist,HTR1E antagonist,S1P1 ag-PAM
C1CNCCNCCNCCN1,/,2.4,-3.3,/,-0.3,0.503,0.859,-8.7,-7.8
COc1cccc(N2C(=O)N(c3ccccc3Cl)C3CS(=O)(=O)CC32)c1 (configuration not stated),0.7,-1.0,-0.3,2.6,-0.1,0.772,-0.00413,2.8,-3.9
O=C(c1ccccc1F)N1CCN(CC2CC3C=CC2C3)CC1 (configuration not stated),14.8,-2.9,-1.5,0.4,-0.6,-1.24,0.514,0.5,2.2
O=C(C1CC1)N1CCc2cc(S(=O)(=O)N(CCO)Cc3ccccc3)ccc21,2.7,-3.5,0.5,5.4,0.6,0.42,-2.69,13.6,-21.0
CCOC(=O)C1C(=O)NC(N2CCN(Cc3ccccc3)CC2)=NC1c1ccco1 (configuration not stated),-10.2,-0.4,-0.2,-7.0,0.6,0.0806,0.215,0.0,-5.4
O=C(N1CCN(c2ccccn2)CC1)N1c2ccccc2Sc2ccccc21,47.9*,-0.2,-1.1,69.3*,-0.5,-1.52,0.279,37.4*,8.0
O=C(O)c1ccc2c(c1)C(=O)N(C(Cc1ccccc1)C(=O)O)C2=O (configuration not stated),-6.0,0.1,-1.4,2.5,-0.5,0.00373,0.3,-2.2,-17.5
Cn1c(=O)c2c(nc(CN3CCCCC3)n2Cc2c(F)cccc2Cl)n(C)c1=O,4.7,0.3,-0.1,-9.9,-0.6,-0.391,-1.85,7.8,-1.8
CCOC(=O)CN(C(=O)CSc1nnc(C)n1-c1ccccc1)c1ccccc1,3.7,-3.2,-1.7,2.4,-0.8,0.493,-0.979,2.3,0.7
CCS(=O)(=O)N1CCN(C(=O)c2cccs2)CC1,-5.2,1.9,/,/,0.5,-0.123,-0.868,-1.3,/
CCOc1cc(C(=O)NCC2CCCO2)cc(OCC)c1OCC (configuration not stated),13.7,2.0,-0.9,-0.5,1.0,-1.04,-0.493,-5.6,/
CCOC(=O)c1ccc(NC(=O)CSc2n[nH]c(-c3ccncc3)n2)cc1,-10.7,0.7,1.2,-9.1,0.4,0.0135,-0.011,1.5,-2.9
CCCCCn1c(=O)[nH]c2cc(C(=O)NCCN3CCOCC3)ccc2c1=O,4.7,-1.1,/,/,-0.3,-0.606,-0.506,-4.8,/
O=C(CSc1nnc(-c2ccncc2)n1C1CCCCC1)Nc1ccccc1,5.2,-0.2,-1.0,2.9,0.7,0.594,0.0858,-9.4,4.3
CC1=CC(C)C2C(=O)N(CCCN(C)C)C(=O)C2C1 (configuration not stated),-12.4,-0.9,-0.4,-0.6,0.0,-1.58,0.359,7.3,/
COC(=O)C(C(=O)Nc1ccc(OC)cc1)C1CCCCCC1 (configuration not stated),19.3,-0.9,-0.5,8.0,0.6,0.0551,1.21,3.2,4.2
CC(C)c1cc(C(=O)NCc2cccnc2)no1,1.4,-3.5,-0.8,-3.6,-1.3,0.229,-0.242,-9.2,-32.4
O=S(=O)(NCc1ccc2c(c1)OCO2)c1cccc(S(=O)(=O)N2CCOCC2)c1,-15.0,-2.5,-0.9,5.7,0.3,-0.0854,-0.682,7.0,10.7
Cc1nc2oc3c(NCc4ccccn4)ncnc3c2c2c1COC(C)(C)C2,-9.3,1.7,-0.5,-2.0,-0.2,-0.338,-0.189,13.8,-24.4
Nc1nnc(-c2cn(-c3ccccc3)nc2-c2ccccc2)o1,0.3,2.5,0.8,-2.8,-0.1,-1.94,0.986,-3.2,-0.1
O=C1Nc2ccccc2C12Nc1ccccc1-c1nc3ccccc3n12 (configuration not stated),9.2,-0.4,-1.0,-2.7,-1.2,0.577,2.06,9.8,0.5
C=CCNC(=O)CCCc1ccccc1,7.3,-0.9,-2.5,1.9,-0.7,0.405,0.123,-2.0,-3.6
CCn1nccc1C(=O)Nc1nccs1,5.1,1.9,-0.5,2.5,0.9,0.174,0.471,12.5,-32.3
COc1cccc(-c2nnc3sc(-c4ccccn4)nn23)c1,5.2,1.7,0.3,0.0,0.3,-0.386,-0.12,-5.5,-36.1
CCCn1c(CN2CCCCC2CC)nc2c1c(=O)n(C)c(=O)n2C (configuration not stated),7.5,0.5,-0.4,0.1,0.8,-0.122,0.261,-8.2,-22.0

# The list goes on; it opens with the 7 that closed the last part.
SMILES,5HT1a antag,HTR1A agonist,S1P3 ag,Jurkat tox 60K,5HT1E ag,M1 antag,M1 agonist,HTR1E antagonist,S1P1 ag-PAM
Cc1nc2oc3c(NCc4ccccn4)ncnc3c2c2c1COC(C)(C)C2,-9.3,1.7,-0.5,-2.0,-0.2,-0.338,-0.189,13.8,-24.4
Nc1nnc(-c2cn(-c3ccccc3)nc2-c2ccccc2)o1,0.3,2.5,0.8,-2.8,-0.1,-1.94,0.986,-3.2,-0.1
O=C1Nc2ccccc2C12Nc1ccccc1-c1nc3ccccc3n12 (configuration not stated),9.2,-0.4,-1.0,-2.7,-1.2,0.577,2.06,9.8,0.5
C=CCNC(=O)CCCc1ccccc1,7.3,-0.9,-2.5,1.9,-0.7,0.405,0.123,-2.0,-3.6
CCn1nccc1C(=O)Nc1nccs1,5.1,1.9,-0.5,2.5,0.9,0.174,0.471,12.5,-32.3
COc1cccc(-c2nnc3sc(-c4ccccn4)nn23)c1,5.2,1.7,0.3,0.0,0.3,-0.386,-0.12,-5.5,-36.1
CCCn1c(CN2CCCCC2CC)nc2c1c(=O)n(C)c(=O)n2C (configuration not stated),7.5,0.5,-0.4,0.1,0.8,-0.122,0.261,-8.2,-22.0
O=C(Cn1c(C(=O)NCc2ccco2)cc2sccc21)c1ccccc1,17.8,-2.1,0.2,8.8,0.0,0.404,0.661,19.4,8.4
CCCNC(=O)Cc1ccsc1,9.2,-3.0,-0.9,-2.5,-0.3,/,/,-0.3,11.7
Cc1nc(N)c(C#N)c(-c2cccnc2)c1C,2.9,-2.4,-1.4,0.6,-0.2,0.0359,-0.281,8.0,33.4
CCCCOC(=O)CSc1nnc(-c2cc(OC)c(OC)c(OC)c2)o1,2.8,-0.4,-0.3,-18.4,-0.1,-0.0186,0.0847,8.6,-7.5
CCOC(=O)c1csc(NC(=O)C(C)(C)C)n1,-5.6,-4.1,0.1,-15.9,0.7,1.96,-0.0353,-9.1,-25.4
CC(=O)Nc1cccc(NC(=O)CSc2nnnn2C)c1,1.0,-2.2,-0.5,-2.0,0.3,-0.64,-0.134,17.0,/
COc1ccc(CCNC(=O)C2CCN(S(=O)(=O)c3cccc4nsnc34)CC2)cc1OC,3.2,-1.4,0.0,-0.3,0.1,0.00525,-0.431,-7.0,-2.6
O=C(O)Cn1nc(-c2ccccc2)c2ccccc2c1=O,19.4,-0.4,-0.4,1.0,-0.8,-0.0388,0.691,2.1,/
CCOc1nc(OCC)nc(-n2cc(-c3ccccc3)nn2)n1,11.9,-1.9,-0.4,5.8,0.3,-1.53,0.1,3.8,34.6
CCN(CC)C(=O)c1cccc(-c2ccc(OC)cc2)c1,10.8,-1.0,/,/,-0.1,-2.16*,-0.604,1.8,/
Cc1cccc(N2CCN(C(=O)c3ccc(NC(=O)C4CCCO4)cc3)CC2C)c1 (configuration not stated),-1.3,-3.7,/,/,0.8,-0.798,0.343,-2.4,/
O=C(Nc1ccc2c(c1)OCO2)NC1CCN(Cc2ccccc2)CC1,12.4,-0.8,-0.9,3.3,-1.2,-0.422,0.0208,-4.0,-0.7
Cc1ccsc1C=Nc1c(C)n(C)n(-c2ccccc2)c1=O,-17.0,-0.4,0.1,-3.0,0.1,0.45,0.623,-10.1,14.2
COc1cc(S(=O)(=O)N(C)C)ccc1F,2.7,1.5,-0.5,-4.1,0.9,-0.646,0.325,-12.5,1.6
CC1CN(C(=O)Nc2ccc3snnc3c2)c2ccccc21 (configuration not stated),5.0,-1.4,0.8,-0.6,-1.0,0.116,1.7,13.3,-7.0
Cc1ccc(NC(=O)Cc2cn3ccsc3n2)nc1,-9.9,-3.0,-0.3,1.6,0.2,-0.603,0.00205,-2.3,-23.8
Cn1cccc1/C=N/n1cnnc1,/,-1.3,-1.8,/,-1.4,-0.133,-0.647,-0.6,5.8
COC(=O)C1=C(C(C)=O)C(c2ccc(C)cc2)n2nnnc2N1 (configuration not stated),-3.1,1.3,/,/,-0.6,0.37,1.35,-5.1,/
CC1(C)CC(=O)C=C(NCc2ccco2)C1,-0.2,-0.5,-1.9,13.1,-0.7,0.00587,-0.854,6.8,-0.9
Cc1ccc(OCC(=O)n2cnnc2N)c(C)c1,-11.6,0.9,-0.6,-3.3,-0.6,-0.166,-0.0123,-3.1,/
O=C(Cc1cn2ccsc2n1)Nc1nc2c(s1)CCCC2,-3.2,0.3,0.6,2.8,0.5,-0.371,-1.42,-1.5,4.1
O=C1C2C3C=CC(C3)C2C(=O)N1c1cccc(-c2nc3ccccc3o2)c1 (configuration not stated),7.1,-1.9,-1.9,0.5,0.4,-0.427,0.000495,10.6,-9.7
C=CCOc1nc(N(C)C)nc(N(C)C)n1,-6.0,-3.0,0.1,-11.8,0.3,0.258,0.00194,-7.5,-22.0
COc1ccc(C(=O)N2c3ccc(F)cc3CCC2C)cc1OC (configuration not stated),-4.5,-2.2,0.4,-0.7,-0.1,-0.96,7.38e-05,-10.3,-6.9
COc1ccc(-c2c3c(=O)n(C)c(=O)n(C)c3cn2-c2cc(OC)ccc2OC)cc1,-1.7,-1.2,-0.7,-5.7,0.3,-1.56,-0.972,9.5,-4.2
CCn1c(COc2cccc(C)c2)nnc1SCC(=O)N1CCCC1,-7.9,-1.8,-0.4,3.4,0.7,0.583,-0.181,0.7,-8.3
Cc1ccc2c(c1)NC(=O)C(N1CCOCC1)(C(F)(F)F)O2 (configuration not stated),5.5,-1.4,0.1,2.7,-0.7,0.927,0.595,3.5,-2.8
CCC(=O)N1CCN(c2ccccc2NC(=O)COc2cc(C)ccc2C(C)C)CC1,57.9*,5.1,1.5,2.8,-1.0,-0.911,6.19,2.8,-10.6
Cn1c(C(=O)N2CCCC(C(=O)NCc3ccc4c(c3)OCO4)C2)cc2sccc21 (configuration not stated),-9.8,-2.9,-0.4,-3.1,0.9,0.0839,1.88,-11.4,-15.8
O=C(COc1ccc(Cl)cc1Cl)Nc1nc2n(n1)C(c1ccccc1)CC(=O)N2 (configuration not stated),-5.2,0.8,0.3,-9.8,0.2,0.527,0.027,3.0,-11.4

# Marked active in HTR1E antagonist, of those listed so far:
SMILES	5HT1a antag	HTR1A agonist	S1P3 ag	5HT1E ag	M1 antag	M1 agonist	HTR1E antagonist	S1P1 ag-PAM
O=C(N1CCN(c2ccccn2)CC1)N1c2ccccc2Sc2ccccc21	47.9*	-0.2	-1.1	-0.5	-1.52	0.279	37.4*	8.0

# Source: PubChem
